Screening results deposited in PubChem by several laboratories.
INS promoter inh – inhibitors of insulin promoter-driven GFP, primary screen, imaging, TRM-6 cells (human fetal islet line), eGFP reporter, cell count; reporter expression induced with tamoxifen; hit rate 0.9% among 130,000; inhibition, % at 2 µM;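 active = inhibition above the mean plus 3 SD, with well images judged a real hit on visual review, cut at about 60% in these data, passing the limit was not always enough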
SDO1 yeast rescue – growth rescue of sdo1-depleted yeast, primary screen, S. cerevisiae, bone marrow failure model | hit rate 0.21% among 140,000 | S. cerevisiae sdo1-depleted JHY4D growth rescue, OD600 30 h; hits give high values; pdr5 snq2 efflux-pump mutant strain | z-score at 10 µM;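 active = z-score above 3 at both the 24 hr and the 30 hr optical density reads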;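 also: z-score against mean and SD of all compound wells on the same plate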
SDO1 yeast rescue Rescue 24 h – also measured in SDO1 yeast rescue; calls as there; z-score; S. cerevisiae sdo1-depleted JHY4D growth rescue, OD600; measured here: growth rescue at 24 h;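 0 is the plate mean of compound wells and units are plate SD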
* hit, by the source's call; i = inactive; · = not tested or not shown.

SDO1 yeast rescue Rescue 24 h	INS promoter inh	SDO1 yeast rescue	Structure
-0.72	6	-0.18	CCOc1ccc(/C=N/Nc2nc(N3CCCC3)nc(N3CCCC3)n2)cc1OC
0.79	-26	0.53	O=c1[nH]c(-c2ccccc2O)nc2c1CCCC2
-0.36	-16	-0.54	COC(=O)CSc1nc(-c2ccc(F)cc2)cc(C(F)(F)F)n1
0.56	2	0.57	Cc1ccc(-c2nnc(SCC(=O)N3CCCC3)o2)cc1C
-0.05	-56	-0.05	CCc1nnc(NC(=O)C2CCCN(S(=O)(=O)c3ccccc3)C2)s1 (stereo not drawn)
0.47	11	0.62	Cn1ncc2c(NNC(=O)Cc3cccc4ccccc34)ncnc21
-0.81	·	-0.89	N#Cc1ccc(NC(=O)CCc2nc3ccccc3s2)cc1
-0.67	-5	-0.26	c1ccc(-c2nnc(-c3ccccc3)o2)cc1
0.76	-120	0.5	CCC(=O)c1ccc(OCCSc2ncccn2)cc1
0.33	13	0.9	O=C(C[n+]1ccccc1)Nc1cc(C(F)(F)F)ccc1Cl
-1.1	·	-1.1	O=C(CC1SC(=NCCc2ccccc2)N(/N=C/c2cccs2)C1=O)Nc1ccc(Cl)cc1 (stereo not drawn)
-0.68	-2	-0.58	CCOC(=O)N/N=C/c1cc(C)n(-c2cccc3ccccc23)c1C
·	27	·	C/C(=N\NC(=O)CNC(=O)c1ccncc1)c1ccc(C)cc1
2.6	-16	0.69	COc1cc(NC(=O)c2ccc(-c3ccc(Br)cc3)o2)ccc1NC(=O)C(C)C
-0.34	29	-0.76	CC(C)Oc1ccc(C(=O)NC2(C(F)(F)F)NC(=O)N(CCCc3ccccc3)C2=O)cc1 (stereo not drawn)
-0.46	9	0.08	c1ccc(CN2CCOCC2)cc1
·	-16	·	Cc1ccc(S(=O)(=O)Nc2ccc(N3CCOCC3)nc2)cc1
-1.4	10	-0.59	CC(=O)N/C(=C/c1ccc2c(c1)OCO2)C(=O)Nc1ccccc1
0.17	-20	0.31	CCCCNC(=O)C(Sc1ccccc1)c1ccccc1 (stereo not drawn)
0.12	-7	-1	Cc1nc(-n2nnc3cc(C)c(C)cc32)c2c3c(sc2n1)CCCC3
-1.3	·	-0.13	COc1ccc(/C=C/C(=O)NC(=S)NN2CCCCC2c2cccnc2)cc1OC (stereo not drawn)
-0.89	57	-0.25	NC(=O)OCC(COC(N)=O)c1ccccc1
-1	2	-0.98	CC(C)c1nnc(SCc2ccc(CSc3nnc(C(C)C)n3N)cc2)n1N
-0.81	50	-1.2	CC(OC(=O)c1snc(C(=O)NC2CCCCC2)c1N)C(=O)NC1CCCCC1 (stereo not drawn)
-0.41	·	0.07	O=C(c1ccncc1)N(Cc1cc2ccccc2[nH]c1=O)C1CCCCC1

Two entries from above, with values under each structure.
Each structure is followed by: SDO1 yeast rescue Rescue 24 h | INS promoter inh | SDO1 yeast rescue
> Cn1ncc2c(NNC(=O)Cc3cccc4ccccc34)ncnc21
  0.47 | 11 | 0.62
> Cc1ccc(-c2nnc(SCC(=O)N3CCCC3)o2)cc1C
  0.56 | 2 | 0.57

Next section
SDO1 yeast rescue Rescue 24 h	INS promoter inh	SDO1 yeast rescue	Structure
-0.85	·	-0.33	CC(C)Nc1nnc(SCC(=O)Nc2ccc(F)cc2)s1
-0.66	14	-1.3	COc1ccc(Oc2c(C=O)c3ccccc3n2C)cc1
-0.69	45	-0.01	N#C/C(=C(/O)COC(=O)c1ccc(Cl)c(S(=O)(=O)N2CCOCC2)c1)c1nc2ccccc2[nH]1
-0.09	-69	0.11	COc1ccc(CCCC(=O)NC(C)c2ccccc2)cc1 (stereo not drawn)
0.63	-42	0.51	Cc1ccc(C)c(N2CCN(CC3CC=CCC3)CC2)c1 (stereo not drawn)
-1	·	-1.4	CNC(CC(=O)c1ccc([N+](=O)[O-])cc1)C(Cl)(Cl)Cl (stereo not drawn)
·	-15	·	C[n+]1ccc(C(=O)NCCC[N+](C)(C)C)cc1/C=N/O
-0.6	·	-0.99	O=C(Nc1cn(-c2ccccc2)nc1-c1ccc(Cl)cc1)c1ccccc1
·	50	·	CCCCNC(=O)COC(=O)CCC(=O)c1ccc(Cl)cc1
·	-306	·	CC(Oc1ccc(Cl)cc1Cl)c1ccn[nH]1 (stereo not drawn)
-0.27	-15	0.32	Cc1ccc2c(c1)N(CCCC(=O)NCc1ccc3c(c1)OCO3)C(=O)CO2
-1.7	·	-1.7	Cc1ccnc(N2C(=O)c3ccccc3C2Nc2ccccc2Cl)c1 (stereo not drawn)
-0.57	56	-0.3	O=C(N/N=C/C=C\c1ccccc1[N+](=O)[O-])c1cc(-c2ccccc2)nc2ccccc12
-0.55	-17	-0.27	CCOC(=O)N1CCN(C(=O)c2ccccc2Oc2ccccc2)CC1
0.38	-50	0.07	CCC(=O)Nc1cc(Cl)ccc1N1CCN(C(=O)CC)CC1
·	27	·	COC(=O)/C=C1\SC(=Nc2ccc(Cl)c(Cl)c2)NC1=O
-0.93	22	0.09	COc1ccc(C(C)=O)cc1CSc1nnc(C)n1-c1ccccc1
0.28	17	0.68	COc1cc(N)ccc1NC(=O)c1cccs1
-0.73	0	-0.11	CC(C)Nc1nc(NC(C)C)nc(C(N)=O)n1
-0.93	7	-1.2	Cc1ccc2nc3c(nc2c1)-c1ccccc1C3=O
0.32	·	-0.33	CC(=O)NC(NC(=S)Nc1ccc(N=Nc2ccccc2C)cc1C)C(Cl)(Cl)Cl (stereo not drawn)
·	-15	·	COc1ccc(-c2ccc3ccccc3n2)cc1OC
-0.23	29	0.3	C=CCn1c(CNc2ccc(C)cc2)nnc1SCC(=O)N/N=C/c1ccc(O)cc1
-0.01	·	-0.48	COc1ccc(NC(=O)CN(c2cc(C)cc(C)c2)S(=O)(=O)c2c(C)noc2C)cc1OC
-0.36	·	-0.11	c1nc2nc3c(c(N4CCOCC4)n2n1)CCCC3

Two records drawn at random from those above:
SDO1 yeast rescue Rescue 24 h	INS promoter inh	SDO1 yeast rescue	Structure
-0.93	7	-1.2	Cc1ccc2nc3c(nc2c1)-c1ccccc1C3=O
-0.69	45	-0.01	N#C/C(=C(/O)COC(=O)c1ccc(Cl)c(S(=O)(=O)N2CCOCC2)c1)c1nc2ccccc2[nH]1

6 entries out of the list, sorted by SMILES length, high to low.
SDO1 yeast rescue Rescue 24 h	INS promoter inh	SDO1 yeast rescue	Structure
2.6	-16	0.69	COc1cc(NC(=O)c2ccc(-c3ccc(Br)cc3)o2)ccc1NC(=O)C(C)C
-0.72	6	-0.18	CCOc1ccc(/C=N/Nc2nc(N3CCCC3)nc(N3CCCC3)n2)cc1OC
-0.41	·	0.07	O=C(c1ccncc1)N(Cc1cc2ccccc2[nH]c1=O)C1CCCCC1
-1.4	10	-0.59	CC(=O)N/C(=C/c1ccc2c(c1)OCO2)C(=O)Nc1ccccc1
-0.36	-16	-0.54	COC(=O)CSc1nc(-c2ccc(F)cc2)cc(C(F)(F)F)n1
-0.46	9	0.08	c1ccc(CN2CCOCC2)cc1

Next section:
SDO1 yeast rescue Rescue 24 h	INS promoter inh	SDO1 yeast rescue	Structure
-1.7	·	-1.2	COc1ccc(NC(=O)CSc2nnc(Cc3cccn3C)n2-c2ccc(F)cc2)cc1
0.09	-61	-0.15	C=CCOC(=O)C1=C(C)NC(SC)=C(C#N)C1c1cccs1 (stereo not drawn)
-0.25	·	0.23	COc1cc2c(cc1OC)CN(C(=O)CSc1n[nH]c(N)n1)CC2
-0.21	14	0.02	O=c1nc2n(c3sc4c(c13)CCCC4)C(CBr)CS2 (stereo not drawn)
-0.87	3	-1.1	COc1ccc(OC)c(C(=O)CSc2nnc(Cc3cccs3)n2CCc2ccccc2)c1
2.9	-18	1.8	Cn1nc(C(=O)NCCN2CCOCC2)c2ccccc2c1=O
-0.69	·	-0.78	Cc1ccc(-c2cc(C(=O)NN=C3CCCC3)c3ccccc3n2)cc1
-0.17	-61	-2.4	C[C@]12CC[C@@H]3c4ccc(O)cc4CC[C@H]3[C@@H]1CCC2=O
0.04	2	1.3	Cc1cc(-c2n[nH]c(=S)n2/N=C/c2sccc2C)n[nH]1
0.54	13	0.44	CC(=O)Oc1cc(C(C)C)c(OCCN(C)C)cc1C
1	50	0.62	COC(=O)c1nnn(-c2nonc2N)c1-c1cccs1
-0.79	30	-1.5	Cc1ccc(C)c(NC(=O)C(Sc2ncnc3ccccc23)c2ccccc2)c1 (stereo not drawn)
-0.64	-108	0.47	Cc1ccc(CCNC(=O)C2CCN(c3nn4c(=O)cc(C)nc4s3)CC2)cc1
·	-17	·	CCn1c(=S)sc2nc(C)sc21
-2	6	-2.6	c1ccc(-c2ccc(-c3cnc4n3CCCCC4)cc2)cc1
0.61	-77	0.43	CCn1c(=O)c2cc(S(=O)(=O)NCCOc3ccccc3)ccc2n(CC)c1=O
0.7	·	-0.16	O=C(CCn1c(=O)sc2ccccc21)NCCC1=CCCCC1
0.45	7	0.56	O=C(Nc1ncn[nH]1)C(F)(F)C(F)F
-0.66	12	-1.5	CCOc1ccc(-c2nc(C#N)c(NCC(C)C)o2)cc1
0.43	-7	0.63	C=CCc1ccccc1OCC(=O)N/N=C/c1ccccc1OCC
-0.17	-69	-0.16	COc1c(Cl)cc(Cl)cc1C(=O)Nc1ccc(C(=O)O)cc1
-0.55	·	-1.7	O=C(/C=C/c1cccc2ccccc12)NCCC1=CCCCC1
-0.57	·	-0.51	CNC(=O)c1ccc2snnc2c1
0.58	6	-0.05	CCc1c(C)nc2[nH]nc(NC(=O)C(F)(F)F)n2c1=O
-0.55	-28	-0.41	CNc1nc(NC)nc(-n2c(C(F)(F)F)nc3ccccc32)n1
0.72	4	0.13	Cc1nn(C)c(C(=O)Nc2ccn(C34CC5CC(CC(C5)C3)C4)n2)c1[N+](=O)[O-]
1.3	-17	0.5	COc1ccc(/C=N\NC(=S)SCN2C(=O)C3CCC(C)(C2=O)C3(C)C)cc1 (stereo not drawn)
-1.6	·	0.47	O=C(c1ccc(F)cc1)N(Cc1ccccc1)C1CCS(=O)(=O)C1 (stereo not drawn)
2.2	7	0.87	CCCOC(=O)c1[nH]c2c(c1C)C(=O)CC(c1ccc(OC)c(OC)c1)C2 (stereo not drawn)
0.2	-3	0.78	CCCOc1ccc(C(C)=O)cc1CC(C(=O)OCC)C(=O)OCC
-0.04	0	0.84	CCOC(=O)N1CCN(C(=O)CNC(=O)c2nn(-c3ccc(OC)cc3)c(=O)c3ccccc23)CC1
-1.5	8	-0.8	Cc1cc(C)cc(Oc2ccc(N)cc2)c1
-0.15	14	0.86	COc1cccc(C(=O)CN2CCN(S(=O)(=O)c3ccc(Br)cc3)CC2)c1
-0.26	-28	-0.39	COc1ccc(-c2noc(CCC(=O)NCCN(C)Cc3ccccc3)n2)cc1
-0.46	·	-0.02	O=C(NC1CCCC1)C1CCN(S(=O)(=O)c2cccc3cccnc23)CC1
0.03	44	0.09	CC1=NN(c2nc(C)cc(C)n2)C(=O)C1CCC(C)C (stereo not drawn)
-0.56	-243	0.04	O=C(NCc1ccc2c(c1)OCO2)c1cccnc1
·	25	·	Cc1cs/c(=N\N=C2CCCCC2)n1Cc1ccco1
-2	-67	-2	COc1ccccc1NC(=O)N(Cc1cccs1)Cc1cc2cc3c(cc2[nH]c1=O)OCO3
1.3	-44	0.82	CCCCNC(=O)NNC(=O)c1ccco1
0.33	·	0.58	Cc1ccnc(SCc2cc(=O)c(OC(=O)c3ccc(Br)o3)co2)n1
1.6	·	0.74	CCc1ccc(S(=O)(=O)NCCc2cn3ccsc3n2)s1
-0.06	·	0.39	O=C(Cn1nc(C(F)(F)F)c2c1CCC2)NCc1ccc(F)cc1
-0.3	i	0.59	Cc1ccc(Nc2nc(N)nc(CN3CCC(C)CC3)n2)c(C)c1
-1	33	0.05	O=C(C1CCN(S(=O)(=O)N2CCC3(CC2)OCCO3)CC1)N1CCCCC1
·	33	·	COc1ccc(CCNCC(=O)Nc2ccc(C)c(S(=O)(=O)N(C)C)c2)cc1

A portion of the library (hit frequency here may not be typical).
